# Screens as filed in PubChem BioAssay.
# ATXN2 expr inh: Primary qHTS for Inhibitors of ATXN expression; Potency, µM (doses to about 57 µM), without a hit: at the highest dose activity change, negative = inhibition, most hits filed as inhibitors; 360,000 compounds, 0.72% hits; HEK-293 ATXN2-luciferase reporter, luminescence, 24 h; note: potency is the fitted concentration of half-maximal effect; % is set by controls: 0 for no effect and ±100 for the full control effect; nearly all actives have a fitted effect of over 55% in size
#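 qHTS (up to 57 uM final) was run with 24 h compound exposure of reporter cells at 37 °C. Each well was multiplexed: SteadyGlo luminescence measured ATXN2-luciferase expression after a fluorogenic Gly-Phe-AFC viability readout (25 uM final).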
# KB-3-1 cytotox: qHTS assay for MDR1-selective chemotherapeutics: Primary screen using the parental adenocarcinoma cell KB-3-1 | KB-3-1 viability, CellTiter-Glo ATP luminescence, 72 h | Potency, µM (top dose mostly 46.1 µM), inactives show top-dose activity change, negative = cytotoxic, most hits filed as cytotoxic | 400,000 compounds, 1.4% hits; note: potency is the fitted concentration of half-maximal effect; % is set by controls: 0 for no effect and ±100 for the full control effect; nearly all actives have a fitted effect of over 60% in size
#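 Screening of KB-3-1 cells (DMEM, 10% FBS, phenol-red free) ran from lowest to highest compound concentration; after 72 h at 37 °C viability was read luminescently and curves fitted.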
# IL1B secr inh: qHTS for Inhibitors of Inflammasome Signaling: IL-1-beta AlphaLISA Primary Screen. THP-1 LPS/ATP IL-1B secretion, AlphaLISA, 16 h; hits give low values. activity change, % at 57.5 µM. 360,000 compounds, 4.7% hits. AID 743279, 2014; in the data active = activity change below about -50%; inconclusive = mostly about -30% to -49%; note: % is set by controls: 0 for no effect and ±100 for the full control effect
#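 THP-1 cells pretreated 1 hr with compounds (up to 57.5 uM final), then stimulated with LPS (250 ng/mL final) plus ATP (1.25 mM final); secreted IL-1B measured by AlphaLISA after 16 hr, decreased signal indicating inhibition.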
# SW480 rerep: A quantitative high throughput screen for small molecules that induce DNA re-replication in SW480 colon adenocarcinoma cells; SW480 DNA re-replication, Hoechst DNA content imaging, 48 h; Potency, µM (highest dose often 46.1 µM), inactives show top-dose re-replication activation, most hits filed as activators; 340,000 compounds, 1.8% hits; note: potency is the fitted concentration of half-maximal effect; % of control where 0% means no effect; nearly all actives have a fitted effect of over 55% in size
#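 Treated cells incubate 48 hr (37 C, 5% CO2), are stained 40 min with Hoechst, and nuclear fluorescence is enumerated; a rise in nuclei with high DNA signal marks re-replication.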
# KB-V1 MDR tox: qHTS assay for MDR1-selective chemotherapeutics: Primary screen using the drug-selected MDR subline cells KB-V1; KB-V1 MDR cells viability, CellTiter-Glo, 72 h; Potency, µM (highest dose often 46.1 µM), for inactives: at the highest dose activity change, negative = cytotoxicity, usual class: cytotoxic; 400,000 compounds, 3.4% hits; AID 1347076, 2019; note: potency is the fitted concentration of half-maximal effect; % is set by controls: 0 for no effect and ±100 for the full control effect; nearly all actives have a fitted effect of over 60% in size
#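 Cells of the MDR subline KB-V1 are plated, dosed with compound at multiple concentrations, and incubated 72 h at 37 degrees C; CellTiter-Glo is then added and luminescence read after 10 min.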
# MCF10A rereplic: A quantitative high throughput screen for small molecules that induce DNA re-replication in MCF 10a normal breast cells; 350,000 compounds, 2.9% hits; Potency, µM (top dose mostly 46.1 µM), inactives show top-dose activity, positive = re-replication, hits mostly activators; MCF 10A DNA re-replication, Hoechst nuclear intensity, 48 h; note: potency is the fitted concentration of half-maximal effect; % of control where 0% means no effect; nearly all actives have a fitted effect of over 50% in size
# ATXN viability: Viability Counterscreen for Primary qHTS for Inhibitors of ATXN expression; 400,000 compounds, 0.49% hits; AID 651635, 2014; Potency, µM (highest dose often 56.7 µM), usual class: cytotoxic; S2 cells (HEK-293 line with an ATXN2-luciferase reporter) viability, CellTiter-Fluor protease fluorescence, 24 h; note: potency is the fitted concentration of half-maximal effect; nearly all actives have a fitted effect of over 40% in size
# HT1080 IDH1KD tx: qHTS for induction of synthetic lethality in tumor cells producing 2HG: qHTS for the HT-1080-IDH1KD cell line; HT-1080 IDH1 knockdown viability, ATP luminescence, 48 h; Potency, µM (highest dose often 46.1 µM), without a hit: at the highest dose activity, negative = toxicity, hits mostly cytotoxic; 360,000 compounds, 2% hits; AID 686971, 2013;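 note: potency is the fitted concentration of half-maximal effect; 0% = DMSO wells and -100% = cell-free medium wells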
#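 Viability of IDH1-knockdown HT-1080 fibrosarcoma cells was assessed by CellTiter-Glo after 48 h at 37 °C with titrated compound; concentration-effect curves were classified by fit quality and response size.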
# HT1080NT lethal: qHTS for induction of synthetic lethality in tumor cells producing 2HG: qHTS for the HT-1080-NT fibrosarcoma cell line | HT-1080-NT fibrosarcoma viability, CellTiter-Glo ATP luminescence, 48 h | Potency, µM (doses to about 46.1 µM), without a hit: top-dose activity, negative = less viability, hits mostly cytotoxic | 360,000 compounds, 1.6% hits | AID 686970, 2013;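 note: NT is the 2HG producing partner of a matched IDH1 knockdown line; potency is the fitted concentration of half-maximal effect; 0% = DMSO-treated cells and -100% = media-only wells without cells; nearly all actives have a fitted effect of over 55% in size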
#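 HT-1080-NT fibrosarcoma cells (2HG-overproducing), 750 cells/well in RPMI with 5% FBS, dosed after 2 h and incubated 48 h at 37C. CellTiter-Glo luminescence normalized to DMSO and no-cell wells; concentration-response curves fitted and classed.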
# Active calls of the source: *; i = inactive; u = inconclusive; x = not tested or not shown; [ ] = another dose, or the depositor's remark. Unless noted, calls come from the whole dose curve; as a rule, active = well fitted curve in the direction sought with a large enough effect; inconclusive = small, poorly fitted or top-dose-only effect, or another doubt; inactive = no such curve, though single readings can be large; an effect the other way counts as inactive or inconclusive.
# The line under a structure holds: ATXN2 expr inh	KB-3-1 cytotox	IL1B secr inh	SW480 rerep	KB-V1 MDR tox	MCF10A rereplic	ATXN viability	HT1080 IDH1KD tx	HT1080NT lethal
Cn1c(C(=O)N2CCN(c3cccc(C(F)(F)F)c3)CC2)cc2sccc21
 : -23%	-14%	-7	23µM*	0%	u	i	u	-1%
Cc1cc(C)c2oc(-c3ccc(Cl)c(NC(=O)c4ccc(C#N)cc4F)c3)nc2c1
 : 23%	u	17	-6%	-1%	3%	i	-4%	-14%
CCOC(=O)C1(C)CCCN1C(=O)c1cc(F)ccc1C (stereo not given)
 : 16%	0%	21	x	4%	x	i	19%	26%
Nc1nc(CN2CCc3ccccc3C2)nc(Nc2ccccc2)n1
 : 3%	-4%	-4	u	-14%	u	i	-10%	-4%
Nc1ccc(C#Cc2ccc3oc4ccccc4c(=O)c3c2)cc1
 : 47%[activator]	2%	u	9%	3%	u	i	-24%	-21%
COCCN(CCOC)c1ncc(Cl)c(C(=O)c2c(C)cc3ccccn23)n1
 : -3%	-9%	-7	-3%	u	9%	i	5%	8%
CCC(=O)n1nc(-c2ccco2)nc1SCc1ccccc1
 : 8%	15%	-5	2%	0%	u	u	12%	18%
O=C(CCl)Nc1ccccc1C(=O)c1ccccc1
 : u	-14%	-75*	15µM*	0%	7.3µM*	u	-6%	u
CCN(C(=O)COC(=O)c1cc(OC)c(OC)cc1[N+](=O)[O-])C1CCS(=O)(=O)C1 (stereo not given)
 : -6%	0%	45	-2%	0%	1%	i	4%	4%
O=C1OC(Nc2cc(Br)cc3cccnc23)c2ccccc21 (stereo not given)
 : -17%	13%	13	19%	5%	11%	i	-18%	-6%
COC(=O)[C@@]1(C)[C@H]2C(=O)N(Cc3ccccc3)C(=O)[C@H]2[C@H]2CN=C(SCc3ccc(C)cc3)N21
 : 3%	2%	6	3%	24%	-1%	i	-1%	11%
COC(=O)c1cc2nc(-c3ccc(OC)c(OC)c3)cc(C(F)(F)F)n2n1
 : -3%	16%	-6	-4%	-1%	7%	i	5%[9.24 µM]	16%
N/C(=N\C(=S)Nc1ccccc1)c1ccccc1
 : 84%[activator]	3%	16	12%	-3%	5%	i	-2%	-11%
O=C(Nc1cccc(S(=O)(=O)NC2=NCCC2)c1)c1ccc(F)cc1F
 : -11%	-12%	34	-2%	-5%	-17%	i	-8%	-8%
CCN1CCN(c2ccc(S(=O)(=O)N3CCCCC3)cc2NC(=O)/C=C/c2ccc(OC(F)F)cc2)CC1
 : -11%	u	-84*	u	-29%	u	i	-21%	-11%
O=C(CSc1nnc(CNC(=O)c2c(F)cccc2F)o1)Nc1ccc2c(c1)OCCO2
 : 1%	x	20	-4%	x	-4%	i	-11%	8%
Cc1cccc(NC(=O)Cn2cnc3ccc(S(=O)(=O)N4CCC(C)CC4)cc3c2=O)n1
 : 1%	-7%	-7	-3%	4%	-2%	i	20%	1%
Fc1cccc(C2CC(c3cccc(Br)c3)Nc3nnnn32)c1 (stereo not given)
 : -12%	-26%	-10	-1%[9.22 µM]	-17%	u	i	-12%	-25%
Cc1nc(CS(=O)(=O)c2ccccn2)sc1C(=O)NNC(=O)c1ccccc1
 : -22%	11%	13	-7%	28%	-1%	x	0%	5%
CNC(=S)N(Cc1ccccc1)Cc1cccnc1
 : -28%	1%	-4	-11%	6%	-2%	i	9%	11%
C/C(CCC(C)C)=N\NS(=O)(=O)c1ccc(C)c([N+](=O)[O-])c1
 : -2%	17%	23	-7%	16%	10%	i	12%	10%
COCCNc1nc(NCCOc2ccccc2Cl)c2sc(-c3ccccc3)cc2n1
 : 0%	0%	-60*	x	-17%	x	u	u	u
CCN(CC)S(=O)(=O)c1ccc(N2CCCCC2)c(NC(=O)/C(C#N)=C/c2ccc(OC)cc2)c1
 : -7%	-8%	-9	-3%	-6%	15%	i	6%	-5%
O=C1c2ccccc2-c2n[nH]c(=O)c3ccc(N4CCCCC4)c1c23
 : -5%[11.3 µM]	-15%	-94*	u	u	1%	u	u	u
CCOC(=O)c1ccccc1NC(=O)COC(=O)CCCOc1ccccc1
 : -1%	-10%	-6	-5%	-4%	-3%	i	7%	-1%
O=C(CN1CCN(c2ccccc2F)CC1)c1c[nH]c2ccccc12
 : 7%	12%	12	-2%	6%	-3%	i	-7%	-15%
COc1ccc(C(=O)N2CCCC(C(=O)O)C2)c2ccccc12 (stereo not given)
 : 2%	8%	18	-20%	0%	6%	i	3%	3%
CCCCn1c(N)c(N(CCOC)C(=O)CCNC(=O)c2ccc(Cl)cc2)c(=O)[nH]c1=O
 : -19%	3%	-3	u	0%	-2%	i	5%	0%
Cc1ccc(C(C)C)c(OCCSc2nc3ccccc3n2CC(O)CO)c1 (stereo not given)
 : u	3%	x	x	-2%	x	u	x	x
Cc1nc(-c2ccc(S(=O)(=O)N3CCN(c4ccccc4F)CC3)cc2)co1
 : -10%	-15%	x	x	u	x	i	x	x
COc1cccc(/C=N/n2c(SC)nnc2-c2ccccc2)c1O
 : -17%	u	40	u	u	u	x	u	u
COc1ccc(CNc2nc3ccccc3n2CCN2CCCCC2)c(OC)c1
 : -23%	-2%	-100*	0%	18µM*	19%	u	-25%	-13%
Cc1cnnc2c1-c1no[n+]([O-])c1CC2
 : -7%	-18%	-2	4%	-12%	-6%	i	16%	4%
CCOc1ccc(CN(C(=O)c2cc3ccccc3oc2=O)C2CC2)cc1
 : -2%	10%	1	-6%	u	10%	u	-1%	2%
COc1ccccc1OCC(=O)N(Cc1nnc(-c2ccccc2Cl)o1)C1CC1
 : -15%	7%	-4	-3%	3%	-1%	i	3%	3%
CCN1CCN(C(=O)CN(C)S(=O)(=O)c2ccc(Cl)cc2)CC1
 : 12%	1%	-11	-3%	13%	3%	i	-6%	4%[9.24 µM]
COc1ccc(C(c2nnnn2-c2ccc(OC)cc2)N2CCN(C/C=C/c3ccccc3)CC2)cc1 (stereo not given)
 : -15%	-2%	-53*	x	u	x	u	u	u
COc1ccc(CNC(=O)/C=C/C(=O)O)cc1
 : x	0%	21	-7%	20%	1%	i	1%	8%
COc1cc(/C=C/C(=O)OCC(=O)N2CCCc3ccccc32)ccc1O
 : 3%	0%	-8	-6%	-10%	-1%	i	11%	1%
Cc1cc2cccc(C)c2nc1SCC(=O)N(C)c1nc(-c2ccccc2)cs1
 : -7%	-4%	8	-1%	-18%	u	i	-3%	3%
CC(=O)c1cccc(NC(=O)COc2ccccc2)c1
 : x	-7%	-15	-10%	-17%	8%	x	2%	5%
CC(NC(=O)c1ccc(Br)s1)C1CCCO1 (stereo not given)
 : 9%	0%	14	-6%	u	-6%	i	12%	13%
CC(=O)Nc1ccc(NC2=CC(=O)c3ccccc3C2=O)cc1
 : 17%	-27%	19	4%	8%	-1%	i	u	u
CCCCN(CCCC)C(=O)c1cc2ccccc2c(=O)o1
 : 6%	-5%	6	-2%	-12%	7%	i	0%	-3%
NS(=O)(=O)c1ccc(NC(=S)Nc2ccc(S(=O)(=O)Nc3nccs3)cc2)cc1
 : -1%	2%	32	x	2%	x	i	24%	11%
CCC(C)c1ccc(O)c(NC(=O)c2cccnc2)c1 (stereo not given)
 : 2%	-7%	20	-7%	-11%	-13%	i	3%	2%
CN(C)S(=O)(=O)c1cccc(NC(=O)C2Cc3ccccc3CN2C(=O)c2ccco2)c1 (stereo not given)
 : 36%	0%	-11	5%	-16%	-5%	i	-5%	2%
CCCc1noc2c1C(c1ccoc1)C(C#N)=C(N)N2 (stereo not given)
 : -11%	-8%	0	9%	-4%	3%	i	-8%	-14%
Cc1nc(SCC(=O)NCc2ccc3c(c2)OCO3)c(C#N)c2c1CCCC2
 : -10%	7%	38	-12%	-6%	-2%	i	2%	4%
CCN(CC)c1nc2c(s1)C(=O)NCCC2
 : 21%	0%	-16	-5%	-15%	9%	i	4%	16%

# Following part:
# The line under a structure holds: ATXN2 expr inh	KB-3-1 cytotox	IL1B secr inh	SW480 rerep	KB-V1 MDR tox	MCF10A rereplic	ATXN viability	HT1080 IDH1KD tx	HT1080NT lethal
O=C(O)C(C(=O)/C=C/c1ccco1)=C1SCCS1
 : 15%	12%	4	-2%	6%	-1%	u	10%	5%
Cc1ccc(C(C)n2cc(C(=O)NCc3ccncc3)nn2)cc1 (stereo not given)
 : 6%	6%	0	-14%	-1%	18%	i	0%	4%
CCn1c(SCC(=O)N2CCC(C)CC2)nnc1-c1ccccc1O
 : 10%	0%	x	x	-10%	x	i	x	x
COc1ccc(-n2c(SCC(=O)NCCCN3CCCC3=O)nnc2C(C)N2CCCCC2)cc1 (stereo not given)
 : -10%	-1%	u	-27%	-9%	1.3µM*	u	3%	-7%
COc1ccc(C(=O)N2CCN(c3ccccn3)CC2)cc1[N+](=O)[O-]
 : -29%	26%	14	-16%	u	1%	i	20%	22%
O=[N+]([O-])c1ccccc1/C=N/N1CCN(c2ccncc2S(=O)(=O)N2CCCCC2)CC1
 : -3%	-10%	-24	13%	-1%	1%	i	-5%	-7%
Cc1cc(C)nc(/N=C(\N)Nc2ccc(C)c([N+](=O)[O-])c2)n1
 : 4%	-12%	-112*	-4%	u	-13%	i	-13%	-4%
COc1ccc(-n2c(SCC(=O)Nc3ccc(C(N)=O)cc3)nc3ccccc3c2=O)cc1OC
 : 8%	6%	u	-4%	13%	7%	u	-15%	u
